# Compound activity (PubChem)
# TRb SRC2 PPI = disrupts binding of human TR beta to SRC2 | hit rate 0.065% among 280,000 | AID 1469 | TRbeta-SRC2 peptide binding, fluorescence polarization; receptor liganded with 1 µM T3 | P10828 | Potency, µM (top dose mostly 106 µM), without a hit: at the top dose activity change, negative = inhibition, most hits filed as inhibitors;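 also: plate controls were bound peptide for no effect and peptide without receptor for full effect; nearly all actives have a fitted effect of over 50% in size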
#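 Quantitative HTS by FP: 0.6 uM TRb LBD, 20 nM labeled SRC2 20-mer, 1 uM T3, 5% DMSO; 5 hr ambient incubation; % activity per concentration and potencies from concentration series.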
# L3MBTL1 block = L3MBTL1 (human) inhibition. Potency, µM (doses to about 57.1 µM), for the others: top-dose activity, negative = inhibition, hits mostly inhibitors. AlphaScreen L3MBTL1–H3K9me1 peptide binding. hit rate 0.66% among 230,000; also: nearly all actives have a fitted effect of over 60% in size
#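 AlphaScreen proximity signal between nickel-chelate acceptor and streptavidin donor beads (final 10 ug/mL) reports binding of 50 nM L3MBTL1 to 75 nM biotin-H3 K9me1 peptide; complex incubated with compounds 30 min at room temperature; cefsulodin titration as control.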
# aGal spleen mod = inhibitors or activators of human alpha-galactosidase in spleen homogenate; P06280; human spleen homogenate, 4MU-alpha-Gal fluorescence, 40 min; Potency, µM (series often up to 80 µM), inactives show at the top dose activity change, negative = inhibition, most hits filed as inhibitors; hit rate 0.008% among 240,000;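 also: 0% = enzyme with vehicle and -100% = no enzyme basal signal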
# Target sequence (P06280 32-429 limits assumed): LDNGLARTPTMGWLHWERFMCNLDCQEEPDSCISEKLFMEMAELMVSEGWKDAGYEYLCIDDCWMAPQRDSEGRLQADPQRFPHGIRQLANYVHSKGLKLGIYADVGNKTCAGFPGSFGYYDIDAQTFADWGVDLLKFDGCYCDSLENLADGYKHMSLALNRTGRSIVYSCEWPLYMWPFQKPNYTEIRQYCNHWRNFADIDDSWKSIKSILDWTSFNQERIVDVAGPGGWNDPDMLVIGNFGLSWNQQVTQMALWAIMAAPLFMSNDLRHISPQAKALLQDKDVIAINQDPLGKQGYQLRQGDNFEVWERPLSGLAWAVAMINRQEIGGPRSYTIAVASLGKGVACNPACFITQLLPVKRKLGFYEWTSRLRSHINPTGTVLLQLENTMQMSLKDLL
#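 Fluorogenic readout (Ex 365/Em 440 nm) of 4-methylumbelliferone released from 1 mM 4-MU-alpha-galactoside by spleen homogenate, 40 min at 37C, pH 5.0. Data normalized to no-enzyme and enzyme controls; Hill-equation AC50 from compound titrations.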
# TR SRC2 fluor cs = alters Texas Red total fluorescence, flagging assay interference; TRb/SRC2 Texas Red total fluorescence interference; Potency, µM (doses to about 106 µM), without a hit: top-dose fluorescence change, negative = quenching; hit rate 0.29% among 280,000; AID 1479; active = well fitted curve in either direction with a large enough effect; inconclusive = small, poorly fitted or top-dose-only effect
#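 Human TRβ ligand-binding domain (0.6 uM) and Texas Red SRC2 peptide (20 nM) in Tris buffer with 1 uM T3 and 5% DMSO were incubated with pinned compound for 5 hr at ambient temperature. Total fluorescence was computed as S + 2P (555/632 nm).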
# Tau ThT inhib = inhibitors of human tau fibril formation, thioflavin T binding. hit rate 2.1% among 270,000. recombinant tau K18 P301L, heparin-induced fibrillization, ThT fluorescence. P10636. Potency, µM (highest dose often 57.4 µM), without a hit: at the top dose activity, negative = inhibition, hits mostly inhibitors; also: nearly all actives have a fitted effect of over 55% in size
# Target sequence (P10636 561-689 P618L limits assumed): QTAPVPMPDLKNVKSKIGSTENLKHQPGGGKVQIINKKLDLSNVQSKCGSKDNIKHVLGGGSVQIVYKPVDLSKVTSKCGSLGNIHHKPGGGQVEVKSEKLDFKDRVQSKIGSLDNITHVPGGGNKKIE
#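 Tau K18 P301L fragment (15 uM unlabeled plus 0.24 uM Alexa 594-labeled) in 100 mM sodium acetate pH 7 with compound, fibrillization induced by 20 uM heparin for 6 hr at 37 C. Thioflavin T (30 uM) added, fluorescence read after 1 hr (ex 450, em 510 nm).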
# Tau fibril FP = tau fibrillization inhibition (FP). hit rate 0.39% among 280,000. P10636. K18 P301L tau heparin fibrillization, Alexa594 FP, 6 h. Potency, µM (highest dose often 57.7 µM), for the others: top-dose activity, negative = inhibition, actives largely listed as inhibitors; also: nearly all actives have a fitted effect of over 55% in size
#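 Heparin (20 uM) drove fibril formation of recombinant tau K18 P301L, 15 uM unlabeled with 0.24 uM Alexa 594 label, for 6 hr at 37 C in 100 mM sodium acetate pH 7. Fluorescence polarization (555/632 nm) read 1 hr after 30 uM ThT.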
# Tau fluor cs = counter-screen for tau fibril formation inhibitors; tau K18 P301L (four-repeat tau fragment) Alexa594 fluorescence, heparin fibrillization; Potency, µM (doses to about 57.7 µM), for the others: at the highest dose activity change, negative = decrease; hit rate 0.93% among 280,000; AID 1463; also: nearly all actives have a fitted effect of over 55% in size
#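 Human K18 P301L tau (15 uM unlabeled plus 0.24 uM Alexa 594-labeled, final) in 100 mM sodium acetate pH 7 was mixed with compound and 20 uM heparin and incubated 6 hr at 37 C.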
# ALDH1A1 inh = inhibitors of human aldehyde dehydrogenase 1A1. hit rate 7.3% among 220,000. Potency, µM (doses to about 75.3 µM), inactives show top-dose activity, negative = inhibition, most hits filed as inhibitors. P00352. Purified ALDH1A1, NADH fluorescence, propionaldehyde substrate. AID 1030; active = well fitted inhibition curve with a large enough effect, not every such curve was filed as active; inconclusive = small, poorly fitted or top-dose-only effect, or another doubt; inactive = no such curve, though single readings can be large or run the other way;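 also: plate controls were no enzyme wells and a reference inhibitor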
# Target sequence (P00352 whole entry, looked up): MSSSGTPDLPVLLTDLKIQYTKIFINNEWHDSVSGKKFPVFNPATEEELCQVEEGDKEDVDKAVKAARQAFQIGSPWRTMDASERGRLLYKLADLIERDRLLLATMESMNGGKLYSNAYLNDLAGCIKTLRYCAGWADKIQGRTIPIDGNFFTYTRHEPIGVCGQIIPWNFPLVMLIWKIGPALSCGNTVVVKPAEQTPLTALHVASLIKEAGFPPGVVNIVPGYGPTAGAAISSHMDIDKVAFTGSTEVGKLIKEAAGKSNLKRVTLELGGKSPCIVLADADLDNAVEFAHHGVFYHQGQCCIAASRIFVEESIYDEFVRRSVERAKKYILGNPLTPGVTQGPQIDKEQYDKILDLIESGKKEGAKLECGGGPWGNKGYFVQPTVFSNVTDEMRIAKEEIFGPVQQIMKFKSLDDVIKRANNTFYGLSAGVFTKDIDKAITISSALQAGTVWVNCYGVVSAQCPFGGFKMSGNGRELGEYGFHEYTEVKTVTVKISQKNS
# * marks the source's active call; other numbers are inactive results; ? = inconclusive; nt = no result given; & = joins results of further samples; [ ] = remark or other dose. Unless noted, calls follow the shape of the dose curve; as a rule, active = well fitted curve in the direction sought with a large enough effect; inconclusive = small, poorly fitted or top-dose-only effect, or another doubt; inactive = no such curve, though single readings can be large; an effect the other way counts as inactive or inconclusive. Unless noted, % is scaled to controls: 0 for no effect and ±100 for the full control effect; potency is read from the fitted curve at half-maximal effect.
SMILES,TRb SRC2 PPI,L3MBTL1 block,aGal spleen mod,TR SRC2 fluor cs,Tau ThT inhib,Tau fibril FP,Tau fluor cs,ALDH1A1 inh
CC(OC(=O)c1ccc(NS(=O)(=O)c2cccs2)cc1)C(=O)N(C)C1CCCCC1 (stereo not given),-4%,6%,0%,-2%,-11%,-1%,-13%,13%
CCN1C(=O)C(C(=O)Nc2ccc(OC)cc2)C2CC1(C)Oc1ccccc12 (stereo not given),-1%,2%,-13%,-2%,-16%,-1%,-18%,1%
Cc1ccc(S(=O)(=O)C2(C(=O)Nc3ccc(Cl)c(C(F)(F)F)c3)CC2)cc1,11%,nt,nt,-1%,-8%,-4%,?,nt
COC(=O)c1cc(-c2ccc(Cl)cc2)n[nH]1,-7%,0%,-6%,1%,?,10%,-8%,1%
C=CCNc1nc(NCCO)nc(N2CCCC2)n1,-23%,-18%[11.4 µM],7%,1%,-7%,0%,2%,1%
Cc1ccc(-n2c(N)c(S(=O)(=O)c3ccccc3)c3nc4ccccc4nc32)cc1,-3%,nt,12%,1%,-6%,-11%,-18%,?
NS(=O)(=O)Cc1noc2ccccc12,9%&-3%,nt,-10%&-3%,2%&0%,0%,1%,1%,3%
CCCCC(CC)Cn1c(Oc2ccccc2)nc2c1c(=O)n(C)c(=O)n2C (stereo not given),-2%,nt,nt,-2%,?,7%,-11%,nt
COC(=O)c1ccc2c(=O)n(CCCCCC(=O)N3CCN(c4ccc(Cl)cc4)CC3)c(=O)[nH]c2c1,-14%,nt,nt,2%,?,-10%,-2%,nt
CCOc1ccc(NS(=O)(=O)c2cc(NC(=O)c3cccc(C)c3)ccc2Cl)cc1,1%,-6%,1%,-1%,-9%,?,?,-1%
CCN1CSC(=S)N(Cc2ccc(OC)cc2)C1,1%,-4%,12%,0%,?,-8%,-22%,-14%
COC(=O)C1=C(C(=O)OC)[C@@H]2N(Cc3ccccc3)c3ccccc3[C@@]23C[C@@H](C(=O)OC)N(S(=O)(=O)c2ccc(OC)cc2)C3=N1,4%[11.2 µM],nt,3%[17.5 µM],-5%[11.2 µM],-2%[11.5 µM],0%[11.6 µM],-14%[11.6 µM],2%[13.5 µM]
Cc1cccc(N2CCN(C(=O)c3cccn4c(=O)c5c(C)c(C)sc5nc34)CC2)c1C,-2%,nt,3%,-5%,?,2%,-3%,?
OC[C@@H](O)COc1cccc2ccccc12,2%,nt,-6%,-1%,-14%,4%,-6%,3%
COc1ccc(CNCCc2ccc(Cl)cc2)cc1OCc1ccccc1,3%,nt,2%,-4%,-10%,13%,-12%,?
Cc1ccc(C)c(CN2C(=O)N(c3cc(Cl)ccc3C)S(=O)(=O)c3ccccc32)c1,-3%,nt,nt,-1%,8%,-15%,-9%,nt
O=C(C[N+]1(CC#Cc2ccccc2)CCOCC1)c1ccccc1,4%,-25%,-2%,1%,-8%,2%,-11%,4.5µM*
Fc1cccc(-n2ncc3c2ncn2nc(-c4ccccc4Cl)nc32)c1,3%,nt,nt,-15%,-8%,-12%,-7%,nt
O=C(COc1cccc2ccccc12)N1c2ccccc2CCc2ccccc21,-14%,-4%,-3%,-1%,-3%,-1%,-9%,-6%
CS(=O)(=O)NN1C(=O)c2ccccc2NC12CCCC2,11%,-7%,9%,0%,5%,-8%,-2%,?
Cc1cc(=O)[nH]c2nnc(SCc3cccc(C(F)(F)F)c3)n12,2%,nt,nt,1%,-16%,0%,-8%,nt
Cc1cccn2c(=O)c3cc(C(=O)N4COCC4(C)C)sc3nc12,0%,13%,?,-1%,2%,0%,4%,?
CCc1cccc(C)c1NC(=O)c1cc(CN2CCCC2)on1,-7%,nt,nt,-3%,3%,-1%,3%,nt
O=c1c2c3c(sc2nc2n1CCCC2)CCCC3,1%,20%,0%,1%,-7%,10%,3%,-13%
Cc1ccc(S(=O)(=O)N2CCOCC2)cc1C(=O)Nc1nc2ccccc2[nH]1,-4%,-15%,6%,6%,-6%,9%,-5%,-12%
O=C(NCc1cccs1)c1ccc2c(=O)n3nc(Nc4ccccc4)sc3nc2c1,-6%,nt,nt,-5%,14%,?,-15%,nt
COc1cc(OC)nc(S(C)(=O)=O)n1,-3%,-16%,-5%,-2%,-10%,-2%,6%,-3%
O=C(Nc1ccccc1O)/C(=C\c1ccccc1)NC(=O)c1ccccc1,-2%,2%,-1%,-3%,-7%,2%,-13%,11%
COC(=O)CC1=C(C(=O)OC)C(c2ccc3c(c2)OCO3)C(C#N)=C(N)O1 (stereo not given),9%,nt,-1%,-1%,nt,-12%,?,nt
Cc1ccc(S(=O)(=O)N(CC(=O)Nc2ccccc2C(=O)O)c2ccccc2C)cc1,-5%,3%,-2%,0%,11%,12%,18%,0%

# Complete entries, quoted from the list. Order of screens: TRb SRC2 PPI, L3MBTL1 block, aGal spleen mod, TR SRC2 fluor cs, Tau ThT inhib, Tau fibril FP, Tau fluor cs, ALDH1A1 inh
# Cc1cc(=O)[nH]c2nnc(SCc3cccc(C(F)(F)F)c3)n12 is listed as 2%, nt, nt, 1%, -16%, 0%, -8%, nt
# COC(=O)CC1=C(C(=O)OC)C(c2ccc3c(c2)OCO3)C(C#N)=C(N)O1 (stereo not given) is listed as 9%, nt, -1%, -1%, nt, -12%, ?, nt
# O=c1c2c3c(sc2nc2n1CCCC2)CCCC3 is listed as 1%, 20%, 0%, 1%, -7%, 10%, 3%, -13%
# O=C(Nc1ccccc1O)/C(=C\c1ccccc1)NC(=O)c1ccccc1 is listed as -2%, 2%, -1%, -3%, -7%, 2%, -13%, 11%
# Cc1ccc(S(=O)(=O)N(CC(=O)Nc2ccccc2C(=O)O)c2ccccc2C)cc1 is listed as -5%, 3%, -2%, 0%, 11%, 12%, 18%, 0%

# (listing goes on)
SMILES,TRb SRC2 PPI,L3MBTL1 block,aGal spleen mod,TR SRC2 fluor cs,Tau ThT inhib,Tau fibril FP,Tau fluor cs,ALDH1A1 inh
CCOC(=O)c1c(C)[nH]c(NC(=O)Nc2c(C)n(C)n(-c3ccccc3)c2=O)c1C,-5%,4%,1%,7%,?,-1%,-7%,?
Cc1cc2c(cc1C)NC(c1c(C)n(C)n(-c3ccccc3)c1=O)C1=C(CC(C)(C)CC1=O)N2 (stereo not given),5%,-1%[11.4 µM],13%,-4%,?,-2%,-3%,22µM*
CC(Nc1ncnc2nc[nH]c12)c1ccccc1 (stereo not given),-7%,3%,2%,-3%,-2%,4%,-2%,-4%
O=C(Nc1ccc(Cl)cc1)N1CCC(CN2CCCC2)CC1,0%,nt,nt,0%,0%,6%,0%,nt
N#Cc1c(-c2ccccc2)[nH]c(=S)[nH]c1=O,3%,nt,-1%,-4%,0%,-1%,-6%,-2%
CCN=C1SC(C(=O)Nc2cccc(C)c2)CC(=O)N1CC (stereo not given),3%,nt,-18%,-1%,-5%,0%,-1%,-3%
CC(C)CCC1(CCNC(=O)c2cccs2)CCOC(C)(C)C1 (stereo not given),0%,13%,-1%,0%,-9%,4%,-20%,nt
CCOC(=O)c1c(C)n(S(=O)(=O)c2ccc(C)cc2)c2ccc(NS(=O)(=O)c3ccc(C)cc3)cc12,14%,nt,nt,1%,-1%,?,?,nt
CNC(=O)c1ccc(-n2nc(C)cc2-c2ccccc2)cc1,6%,-11%,-10%,0%,-4%,-9%,-9%,?
CCOC(=O)C1Oc2ccccc2C(c2ccoc2)=C1C(=O)OC (stereo not given),3%,-17%,-1%[119 µM],-1%,-17%[81.4 µM],-1%[81.3 µM],-16%[81.3 µM],-6%
Cc1ccc(OCc2csc(N)n2)cc1,-12%,nt,6%,-1%,-10%,10%,-3%,5%
Nc1ccc(OCCCc2c(N)nc(N)nc2N)cc1,1%,-23%,-2%,-3%,?,12%,-13%,?
CCCn1c2c(c(O)c(C(=O)NCCCN(CC)CC)c1=O)CCCC2,-1%,?,3%,0%,0%,1%,2%,28µM*
COCCCNC(=O)CCCOc1ccccc1,2%,-9%,2%,-1%,1%,1%,0%,-11%
CCOC(=O)c1[nH]ncc1CN1CCC(Cc2cccc(OC)c2)(C(=O)OCC)CC1,5%,7%,0%,-1%,-4%,2%,-4%,nt
COc1ccc(Cc2nnc(SC)[nH]c2=O)cc1,-4%,nt,1%,-7%,10%,-11%,-11%,6%
CC(=O)OC[C@H]1O[C@@H](Sc2cccc3cccnc23)[C@H](OC(C)=O)[C@@H](OC(C)=O)[C@H]1OC(C)=O,0%,-4%,-6%,-3%,?,3%,-15%,?
CCOCCn1c(SCCCc2ccccc2)nc2c1c(=O)[nH]c(=O)n2C,0%,2%,2%,-2%,-13%,3%,-5%,-3%
COCCNc1nc(-c2ccc(OC)cc2)c(-c2ccc(OC)cc2)s1,-15%,-15%,0%,-2%,?,4%,?,28µM*
C=CCc1ccc(OCCCCOc2ccc(C(=O)O)cc2)c(OC)c1,1%,5%,-9%,0%,-5%,?,8%,14%
Cc1ccc(S(=O)(=O)N2CC(O)C[C@H]2C(=O)OCC(=O)c2ccccc2)cc1 (stereo not given in full),-1%,-4%,7%,-2%,1%,1%,1%,3%
CCOC(=O)c1cc2n(n1)C(C(F)(F)F)CC(C)N2 (stereo not given),1%,-1%,-8%,1%,-13%,-5%,-6%,-5%
CCc1cc(=O)oc2c(CN3CCN(C)CC3)c(O)c(Cl)cc12,2%,nt,?,-8%,-8%,6%,-12%,?
CCC(CC)C(=O)c1c[nH]c(C(=O)NCc2ccncc2)c1,3%,12%,2%,-1%,3%,7%,3%,-5%
CC(=O)N1CC[C@@H]2CC(=O)CC[C@@H]21,3%[201 µM],nt,-4%[181 µM],-1%[201 µM],-7%[126 µM],-2%[126 µM],-10%[126 µM],3%[120 µM]
CN1CCN(C(=S)Nc2ccc(Cl)cc2)CC1,3%,3%[11.4 µM],8%,2%,1%,1%,1%,10%
CSC1=NC(C(Cl)(Cl)Cl)N=C(c2ccccc2)N1 (stereo not given),8%,-15%,-7%,-4%,-5%,4%,-6%,13%
O=C(COC(=O)C1CCC(=O)N1)Nc1ccc(Br)cc1 (stereo not given),0%,3%,2%,-23%,-2%,1%,-2%,3%
CCOC(=O)N1CCC(Nc2c(Nc3cccc(CC)c3)c(=O)c2=O)CC1,-26%,12%,3%,0%,?,?,14µM*[quencher],?
